Bioassay records deposited in PubChem by IUPUI and University of Michigan.
ST2 IL33 inh: inhibitors of human ST2 (IL1RL1) binding to IL-33. AID 1259354. 2.3% of 78,000 active. inhibition, % for hits at 17 µM. Q01638. AlphaLISA ST2-Fc/biotin-IL-33 interaction, 1 h; in the data active = inhibition above about 30%; inconclusive = mostly about 10% to 28%
Target sequence (Q01638 whole entry, looked up): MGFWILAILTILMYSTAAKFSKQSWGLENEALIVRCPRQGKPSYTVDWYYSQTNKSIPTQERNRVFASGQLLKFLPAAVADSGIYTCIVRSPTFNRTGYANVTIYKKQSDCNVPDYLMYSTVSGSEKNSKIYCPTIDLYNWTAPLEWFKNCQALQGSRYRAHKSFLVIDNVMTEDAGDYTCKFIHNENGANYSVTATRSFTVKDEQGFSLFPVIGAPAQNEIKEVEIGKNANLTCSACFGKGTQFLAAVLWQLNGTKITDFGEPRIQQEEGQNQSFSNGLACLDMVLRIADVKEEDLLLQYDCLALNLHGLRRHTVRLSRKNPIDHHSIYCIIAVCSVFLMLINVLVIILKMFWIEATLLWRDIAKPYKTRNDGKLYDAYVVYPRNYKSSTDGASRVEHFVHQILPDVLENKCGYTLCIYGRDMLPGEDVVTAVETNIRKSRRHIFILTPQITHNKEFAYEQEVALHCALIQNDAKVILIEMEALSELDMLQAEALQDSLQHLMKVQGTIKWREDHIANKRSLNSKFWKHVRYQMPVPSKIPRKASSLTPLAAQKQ
Numbers without * were called inactive; i = inactive; ? = inconclusive. Some of the compounds tested; rates above refer to the full screens.

Sample of the layout:
SMILES | ST2 IL33 inh
CCN(CC)C1=Nc2cc(C(=O)O)ccc2Sc2ccccc21 | i
COc1cccc(C(=O)Nc2cccc(C)c2)c1 | i
Cc1ccc(C(C)CCN2CCC(n3nccc3NC(=O)C3CCCC3)CC2)o1 (centres undefined) | i
C=CCNC(=O)N1CC[C@H]2CC(=O)N(Cc3cccnc3)CC[C@H]2C1 | i
COc1ccc(OC)c(C2C(C(=O)Nc3nc4ccccc4s3)=C(C)NC3=C2C(=O)CCC3)c1 (centres undefined) | i
Cc1ccnc(CC(C)N(C)C(=O)c2cc(-c3cnn(C)c3)nc3c(C)cccc23)c1 (centres undefined) | i
CCCC(C)C(=O)NCc1ccccc1 (centres undefined) | i
Cc1nn(CCCC(=O)Nc2cccc(Cl)c2)c(C)c1[N+](=O)[O-] | i
N#Cc1c(-c2ccccc2)cc(C2CC2)nc1N | i
Cc1ccc(C(=O)NCC(O)c2ccccc2)cc1 (centres undefined) | i
COc1ncccc1C(=O)N(CC1CCN(Cc2ccccc2F)CC1)CC1CCCO1 (centres undefined) | ?
COc1cc(OC)c(-c2c(-c3ccccc3)ncn2Cc2cc(C)[nH]n2)cc1OC | i
CC1C(=O)CC(c2ccc(Br)cc2)NC1c1ccc(Br)cc1 (centres undefined) | i
Cc1ccc(Nc2nc3nonc3nc2NC(C)(C)C)cc1C | i
CN(Cc1ccccc1)C1CC(=O)N(c2ccc(C(=O)O)cc2)C1=O (centres undefined) | i
COc1ccc(C2NC(=O)N(C)C(C)=C2[N+](=O)[O-])cc1 (centres undefined) | i
CC(O)C(O)(C(=O)OCc1cc(O)ccc1NC(=O)CCC(N)C(=O)O)C(C)O (centres undefined) | ?

This part in full (from the top)
SMILES | ST2 IL33 inh
CCN(CC)C1=Nc2cc(C(=O)O)ccc2Sc2ccccc21 | i
COc1cccc(C(=O)Nc2cccc(C)c2)c1 | i
Cc1ccc(C(C)CCN2CCC(n3nccc3NC(=O)C3CCCC3)CC2)o1 (centres undefined) | i
C=CCNC(=O)N1CC[C@H]2CC(=O)N(Cc3cccnc3)CC[C@H]2C1 | i
COc1ccc(OC)c(C2C(C(=O)Nc3nc4ccccc4s3)=C(C)NC3=C2C(=O)CCC3)c1 (centres undefined) | i
Cc1ccnc(CC(C)N(C)C(=O)c2cc(-c3cnn(C)c3)nc3c(C)cccc23)c1 (centres undefined) | i
CCCC(C)C(=O)NCc1ccccc1 (centres undefined) | i
Cc1nn(CCCC(=O)Nc2cccc(Cl)c2)c(C)c1[N+](=O)[O-] | i
N#Cc1c(-c2ccccc2)cc(C2CC2)nc1N | i
Cc1ccc(C(=O)NCC(O)c2ccccc2)cc1 (centres undefined) | i
COc1ncccc1C(=O)N(CC1CCN(Cc2ccccc2F)CC1)CC1CCCO1 (centres undefined) | ?
COc1cc(OC)c(-c2c(-c3ccccc3)ncn2Cc2cc(C)[nH]n2)cc1OC | i
CC1C(=O)CC(c2ccc(Br)cc2)NC1c1ccc(Br)cc1 (centres undefined) | i
Cc1ccc(Nc2nc3nonc3nc2NC(C)(C)C)cc1C | i
CN(Cc1ccccc1)C1CC(=O)N(c2ccc(C(=O)O)cc2)C1=O (centres undefined) | i
COc1ccc(C2NC(=O)N(C)C(C)=C2[N+](=O)[O-])cc1 (centres undefined) | i
CC(O)C(O)(C(=O)OCc1cc(O)ccc1NC(=O)CCC(N)C(=O)O)C(C)O (centres undefined) | ?
CCCCOC(=O)C1=C(C)Nc2nnnn2C1c1ccccc1F (centres undefined) | i
Cc1ccccc1Cn1c(C)cc(C)c(C#N)c1=O | ?
Oc1cccc(-c2nccc3ccccc23)c1 | i
O=C(CCC1CCCN(C(=O)C2(c3ccc(Cl)cc3)CCC2)C1)NC1CC1 (centres undefined) | i
Nc1c(C(=O)Nc2ccccc2)cnn1-c1ccccc1 | ?
O=C(O)C1C2C=CC(C2)C1C(=O)NCc1ccc2c(c1)OCO2 (centres undefined) | i
NC1=NC(=Nc2ccccc2)c2ccccc21 | i
O=C(c1ccccc1Cl)N1N=C(c2ccccc2)CC1(O)C(F)(F)F (centres undefined) | i
Cc1ccc(S(=O)(=O)N2CCSC2c2cccc([N+](=O)[O-])c2)c(C)c1 (centres undefined) | i
Cc1ccccc1Nc1c(-c2ccco2)nc2c(C)cccn12 | ?
Cc1nc2sc(-c3ccccc3)nn2c(=O)c1Br | i
Cc1c(Cc2ccccc2)c(NCCCO)n2c(nc3ccccc32)c1C#N | i
Cc1ccc(CN(CCN(C)C)C(=O)c2c[nH]c(=O)cn2)s1 | i
Cc1ocnc1C(=O)N1CCCN(CC2CC2)C(C(C)C)C1 (centres undefined) | i
Cc1ccnc(NC(=O)c2cccc(I)c2)c1 | i
Cc1nc2ccccn2c1C(=O)N1CCOC(CCCc2ccccc2)C1 (centres undefined) | i
Cc1ccc(OCC(=O)Nc2ccc(I)cc2Cl)cc1 | i
O=C(COc1ccc(Cl)cc1Cl)N1CCCC1 | i
CC(=O)C1=C(O)C(=O)N(CCCN2CCOCC2)C1c1ccc([N+](=O)[O-])cc1 (centres undefined) | i
COc1ccc(NC2=CC(=NS(=O)(=O)c3ccc(Cl)cc3)c3ccccc3C2=O)cc1 | 93%*
N#Cc1c(N)nc(SCC(=O)Nc2ccccc2)c(C#N)c1-c1ccccc1 | i
O=C(Nc1cccc2ccccc12)O[C@@H]1CO[C@H]2[C@@H]1OC[C@@H]2NC(=O)N1CCOCC1 | ?
C=CCC1(CC=C)CCCN1C(=O)c1oc(CC)nc1C | i
CCOC(=O)C1=C(c2ccccc2)OC(N)=C(C#N)C1c1ccsc1 (centres undefined) | i
COc1ccccc1OCC(=O)NN | i
Cc1[nH]c2ccccc2c1SCCNC(=O)Cc1cccs1 | ?
Cc1ccc(CS(=O)(=O)CCC(=O)O)cc1 | i
CCc1ncc(-c2c(-c3ccccc3)ncn2CC(=O)N2CCNCC2)cn1 | i
CC1=NN(c2ccc(I)cc2)C(=O)/C1=C/c1ccc(N(C)C)c([N+](=O)[O-])c1 | i
O=C(CN1CCN(Cc2ccccc2F)S1(=O)=O)Nc1ccc(F)c(Cl)c1 | ?
Cn1c(=O)[nH]c(=O)c2c1nc(CN1CCOCC1)n2Cc1ccccc1Cl | i
Cc1cc2c(cc1C(=O)N1CCC(Cc3cccc(C(N)=O)c3)C1)OCCO2 (centres undefined) | i
CCC1=C(c2ccc(OC)cc2)S(=O)(=O)N(CC(=O)NCc2cccs2)C1=O | i
C=CCNC(=O)c1cc(-c2cc(OC)ccc2OC)on1 | i
O=C(Nc1ccc2c(c1)OCO2)N1CCCCC1CCn1cccn1 (centres undefined) | i
O=C(CN1C(=O)CC(c2ccccc2)=Nc2ccccc21)Nc1ccccc1F | i
Cc1nnc(NC(=O)Cn2c(=O)sc3ccccc32)s1 | i
CCCCC(=O)Nc1ccc(NC(=O)CC2C=CS(=O)(=O)C2)cc1 (centres undefined) | i
COc1ccc(N2COc3ccc4ccccc4c3C2)cc1 | ?
Cc1c(C=O)c2ccccc2n1CC(=O)N1CCc2ccccc2C1 | i
CCn1nc(C)c(NC(=O)CN2CCCC2c2cc(C(C)C)on2)c1C (centres undefined) | i
O=c1oc2ccccc2cc1-c1csc(-c2cc3ccccc3oc2=O)n1 | i
COc1ccc(OCCCCN2CCCCC2)cc1 | i
Next records.
SMILES | ST2 IL33 inh
CNc1ccc(C(=O)Nc2nc3c(s2)CCCC3)cc1[N+](=O)[O-] | i
O=C(Nc1ccccc1C(F)(F)F)c1cc([N+](=O)[O-])ccc1Cl | ?
CCC(Sc1nnnn1C)C(=O)Nc1ccc(C(C)=O)cc1 (centres undefined) | i
Cc1cc(OCC(=O)Nc2ccc3c(c2)OCO3)cc(C)c1Br | i
COc1ccc(N2CC(NC(=O)c3ccc(F)cc3)CC2=O)cc1 (centres undefined) | i
O=C(NCC1CCCO1)c1c[nH]c2ccc(S(=O)(=O)Nc3ccccc3F)cc2c1=O (centres undefined) | i
CCCC(=O)Nc1c2c(nn1-c1ccc(C)cc1)CSC2 | i
O=C(O)c1ccccc1C(=O)N1Cc2[nH]cnc2C[C@H]1c1nc(-c2ccncc2)no1 | ?
CCOC(=O)C1CCCN(C(=O)c2cn(CC(C)C)c(=O)c3cc(OC)c(OC)cc23)C1 (centres undefined) | i
Nc1ncnc2c1ncn2C1CCCC1 | ?
CCn1cc(C2=NC(C)CO2)c2ccccc21 (centres undefined) | i
Cc1ccc(CN2CCN(CC(=O)Nc3ccccc3F)S2(=O)=O)cc1 | i
Cn1c(=O)cc(C(=O)N2CCNC(C(=O)O)C2)c2ccccc21 (centres undefined) | i
CCS(=O)(=O)c1ccc2oc(=O)c(C=C(O)c3cccc([N+](=O)[O-])c3)nc2c1 | i
CN(C)CCC1CCCCN1Cc1ccc(F)c(C(F)(F)F)c1 (centres undefined) | i
CN(Cc1ccccc1)Cc1cn([C@H]2CO[C@H]3[C@@H]2OC[C@@H]3NC(=O)Nc2cccc(C(F)(F)F)c2)nn1 | ?
O=C(c1cc(-c2cccc(Br)c2)nc2ccccc12)N1CCCC1 | i
COCCNC(=O)c1ccc(OC2CCN(C(=O)C3CCCO3)CC2)c(Cl)c1 (centres undefined) | ?
O=C(CC(c1ccc(O)cc1)c1ccccc1O)NC1CCCCCC1 (centres undefined) | i
O=C(NCC1CCCO1)C1CCC(N2C(=O)c3ccccc3C2=O)CC1 (centres undefined) | i
CC1=C[C@@H](CNC(=O)c2ccco2)[C@H](C(C)C)C[C@H]1CC(=O)NCc1ccc(F)cc1 | i
CCC(CC)CC(=O)NC1C=CS(=O)(=O)C1 (centres undefined) | i
O=C1CC(c2cccc3[nH]ccc23)c2c(n[nH]c2C2CCC2)N1 (centres undefined) | i
Cc1nnc(SCCC(=O)N2CCN3CCNC(=O)C3C2)s1 (centres undefined) | i
CC1CCN(C(=O)CSc2cc(=O)n(C)c3ccccc23)CC1 | i
CCOCCCNC(=O)C1c2c(n(C)c3ccccc23)SCC(=O)N1c1cc(OC)cc(OC)c1 (centres undefined) | i
Cn1cc(CNC(=O)COc2ccc(Cl)cc2Cl)cn1 | i
O=C(C1CC1)N1CCc2cc(S(=O)(=O)N3CCCc4ccccc43)ccc21 | i
Cc1nn(C)cc1-c1ccnc(NC[C@@H]2CCCO2)n1 | ?
COC(=O)C1=C(C)N=C2SCCC(=O)N2C1c1ccc(OCCC(C)C)c(OC)c1 (centres undefined) | i
COCC1(C(=O)N2CCOC(c3ccc(F)cc3)C2)CCC1 (centres undefined) | i
COc1cc(/C=C/c2ccc3cccc(O)c3n2)c(Br)cc1O | ?
COc1ccc(C2C(C(=O)NCc3ccc(F)cc3)c3cc(OC)c(OC)cc3C(=O)N2C)cc1 (centres undefined) | ?
CCOc1ccc(S(=O)(=O)NCc2ccc(C)cc2)c2cccnc12 | i
NC(=O)CN1C(=O)C2CCCCN2c2ccc(C(=O)N3CCCC3)cc21 (centres undefined) | i
Nc1nonc1-c1noc(-c2ccccc2[N+](=O)[O-])n1 | ?
COc1cccc(C2CC(c3cccc(Br)c3)n3ncnc3N2)c1 (centres undefined) | ?
COc1ccc(C(=O)Nc2cccc(Cl)c2)cc1S(=O)(=O)N1CCOCC1 | i
CC(C)=CCc1c2c(cc3ccc(=O)oc13)CC(C(C)(C)O)O2 (centres undefined) | i
CCOC(=O)c1c(NC(=O)COc2ccc(F)cc2)sc2c1CCC(C)C2 (centres undefined) | ?
Cc1ccc2c(c1)c1nc3ccccc3nc1n2CCN1CCOCC1 | i
O=C(Cn1cnc2c(cnn2-c2ccc(Cl)cc2)c1=O)NCC1CCCO1 (centres undefined) | i
Cc1ccc2[nH]c3c(c2c1)CCCC3NCCCO (centres undefined) | i
O=C(NCCc1cccc(Cl)c1)c1cccs1 | i
CCc1ccc(OC(=O)c2cc3cc(Br)ccc3oc2=O)cc1 | i
CC(C)C(C(=O)N(C)C(C)C(N)=O)N(C)C(=O)C1CCCN1C(=O)/C=C/C=C/C(O)C(C)O (centres undefined) | ?
COc1ccccc1C1CC(c2ccccc2)=NN1C(=O)c1ccccc1 (centres undefined) | i
CCC(CC)C(=O)Nc1ccc(Nc2nc(C)cc(Nc3ccc(C)cc3)n2)cc1 | i
Cc1cc(Nc2ccccc2)nc(Nc2ccc(NC(=O)c3ccc(Cl)cc3)cc2)n1 | ?
Cc1ccc(C(=O)Nc2nnc(N=Cc3ccc(F)cc3)s2)cc1 | i
CNCc1cc(-c2ccc(F)cc2Cl)ccc1OC | i
O=C1CC(c2ccccc2)CC(O)=C1C=NCc1ccc(Cl)c(Cl)c1 (centres undefined) | i
Cc1ccc(Cn2ccc(NC(=O)c3cc(C4CC4)on3)n2)cc1 | i
Nc1nnc(CCCNC(=O)C2CCCN(C3CCCCC3)C2)s1 (centres undefined) | i
CCc1ocnc1C(=O)N1CCCC(c2[nH]ncc2-c2ccc(C)cc2)C1 (centres undefined) | ?
CN(C)/C=C1/C(=O)N(c2nc3ccccc3s2)N=C1c1ccccc1 | ?
COc1cc(-c2[nH]ncc2CN2CCCC2c2ccccn2)cc(OC)c1OC (centres undefined) | i
CCOC(=O)COc1cc(C)c(Cl)c(C)c1 | i
Cc1c(NC(=O)c2ccc(C#N)cc2F)cccc1-c1nc2ncccc2o1 | i
CN(Cc1ccc(-c2ncc[nH]2)o1)S(C)(=O)=O | i

3 compounds already listed, arranged by count of non-hydrogen atoms, high to low:
SMILES | ST2 IL33 inh
COc1cc(-c2[nH]ncc2CN2CCCC2c2ccccn2)cc(OC)c1OC (centres undefined) | i
CCc1ocnc1C(=O)N1CCCC(c2[nH]ncc2-c2ccc(C)cc2)C1 (centres undefined) | ?
CN(C)/C=C1/C(=O)N(c2nc3ccccc3s2)N=C1c1ccccc1 | ?

Continued:
SMILES | ST2 IL33 inh
Cc1ccc(C)c(NC(=O)CC(C)(C)C)c1 | i
COc1ccc2cc(C3CN(Cc4nc(C)cc(C)n4)CCO3)ccc2c1 (centres undefined) | i
O=c1cc(-c2ccc(O)c(O)c2)oc2cc(O[C@@H]3O[C@H](CO)[C@@H](O)[C@H](O)[C@H]3O)cc(O)c12 | ?
Cc1ccc(NC(=O)N[C@H]2C[C@@](O)(C(=O)N[C@H]3CCCNC3=O)C[C@@H](O)[C@@H]2O)cc1 | i
COCc1nc(NC(C)c2cc(OC)ccc2OC)c2cnn(C)c2n1 (centres undefined) | i
Cc1ccccc1C1CCCN(C(=O)CCC(C)C)C1 (centres undefined) | ?
CCCc1cc(=O)[nH]c(SCC(=O)Nc2cc(C)cc(C)c2)n1 | i
